High-throughput results as filed in PubChem BioAssay.
OX1R antag-1 – OX1R (HCRTR1) antagonists, primary screen, fluorescence, CHO/OX1R cells, Fluo-8 calcium, orexin A. Orexin/Hypocretin receptor type 1 (Homo sapiens), O43613. inhibition, % at 5 µM. AID 434989, 2010. Fluo-8 calcium fluorescence. hit rate 0.43% among 330,000;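 active = inhibition above its plate's threshold, mean inhibition of all tested compounds on the plate plus 3 SD, cut at about 37% in these data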;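 also: 0% = orexin A challenge wells and 100% = SB-334867-A antagonist wells; not every result past the cut was called active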
Target sequence (O43613 whole entry, looked up): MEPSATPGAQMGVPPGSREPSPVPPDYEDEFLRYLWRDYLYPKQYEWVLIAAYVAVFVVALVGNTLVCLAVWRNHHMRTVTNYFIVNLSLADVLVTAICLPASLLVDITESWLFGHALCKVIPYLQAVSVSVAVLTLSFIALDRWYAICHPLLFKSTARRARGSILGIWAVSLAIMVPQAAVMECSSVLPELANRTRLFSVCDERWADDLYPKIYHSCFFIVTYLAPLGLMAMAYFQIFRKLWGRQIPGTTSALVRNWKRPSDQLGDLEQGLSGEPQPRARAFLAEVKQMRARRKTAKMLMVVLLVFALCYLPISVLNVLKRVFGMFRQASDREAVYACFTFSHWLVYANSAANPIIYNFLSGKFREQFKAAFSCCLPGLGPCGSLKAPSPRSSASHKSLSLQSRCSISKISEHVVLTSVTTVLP
OX1R antag-2 – antagonists of human orexin 1 receptor (OX1R); inhibition, % at 6.6 µM; OX1R-expressing cells, FRET antagonist read-out; Orexin/Hypocretin receptor type 1 (Homo sapiens), O43613; hit rate 1.8% among 330,000; AID 485270, 2010; in the data active = inhibition mostly above about 38%, no sharp cut-off; inactive = mostly below about 40%;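 also: 0% = agonist challenge alone and 100% = reference antagonist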
STK33 inh – inhibitors of purified STK33 kinase, primary screen, biochemical, ADP-Glo luminescence, homogeneous, cell-free. Serine/threonine-protein kinase 33 (Homo sapiens), Q9BYT3. MBP phosphorylation. inhibition, % at 10 µM. hit rate 0.073% among 320,000;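 active = inhibition at or above 25%, using the most active replicate where run in duplicate; inactive = inhibition below 25%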
Target sequence (Q9BYT3 whole entry, looked up): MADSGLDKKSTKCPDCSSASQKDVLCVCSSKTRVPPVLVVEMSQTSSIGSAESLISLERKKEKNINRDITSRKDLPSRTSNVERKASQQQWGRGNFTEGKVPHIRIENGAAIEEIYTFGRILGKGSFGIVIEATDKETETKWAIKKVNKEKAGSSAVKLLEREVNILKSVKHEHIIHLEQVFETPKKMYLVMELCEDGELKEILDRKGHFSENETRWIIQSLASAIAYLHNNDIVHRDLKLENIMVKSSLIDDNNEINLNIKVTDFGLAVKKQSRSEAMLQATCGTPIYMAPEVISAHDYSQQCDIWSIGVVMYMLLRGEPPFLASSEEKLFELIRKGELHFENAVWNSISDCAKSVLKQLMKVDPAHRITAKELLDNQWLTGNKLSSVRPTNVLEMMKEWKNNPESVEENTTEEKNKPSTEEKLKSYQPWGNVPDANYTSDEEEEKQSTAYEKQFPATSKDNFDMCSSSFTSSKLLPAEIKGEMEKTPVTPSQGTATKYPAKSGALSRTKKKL
Active calls of the source: *; · = not tested or not shown; & = joins results of further samples. An excerpt (hit frequency here may not be typical).

SMILES	OX1R antag-1	OX1R antag-2	STK33 inh
CC[C@H]1C2C[C@H]3[C@@H]4N(C)c5ccccc5C45C[C@H](C2[C@H]5O)N3[C@@H]1O (stereo partly drawn)	-5	16	-1.4
CC(=O)NC(Cc1ccc(N(CCCl)CCCl)cc1)C(=O)NC(C(=O)O)C(C)C (stereo not drawn)	-5	2	-1.6
Clc1ccc2c(c1)C(c1ccccc1Cl)=NCc1nnc(Br)n1-2	-12	13	-1.2
N#Cc1ccc(NC(=O)CN2C(=O)NC3(CCCC3)C2=O)cc1Cl	-22	10	-1.4
Cc1cccnc1-n1c(C)nc2ccccc2c1=O	9	8	-0.5
CCCCCn1c(=O)c(C(=O)Nc2cccc(C)n2)c(O)c2ccccc21	1	0	-0.6
CC(C)c1ccc(NC(=O)N2C[C@H]3C[C@@H](C2)c2cccc(=O)n2C3)cc1	-5	11	-1.4
O=C(CN1CCOCC1)NCC(=O)Nc1ccc(Br)cc1C(=O)c1ccccc1	-8	4	0.1
CCOc1ccc(-n2c(O)c(C=Nc3ccc(N(CC)CC)cc3)c(=O)[nH]c2=O)cc1	-20	15	0.8
COc1ccc(CNCCc2ccc3c(c2)OCO3)c(OC)c1OC	-38	2	-1.1
COc1ccccc1OCCCn1cc(C(=O)C2CC2)c2ccccc21	-20	35	-3.5
COc1cc2nc(N3CCN(C(=O)C4CCCO4)CC3)nc(N)c2cc1OC (stereo not drawn)	-13&-7	20&7	-2.0&-1.8
Ic1ccccc1CN[C@@H]1C2CCN(CC2)[C@@H]1C(c1ccccc1)c1ccccc1	-2	0	·
O=c1c2ccccc2[nH]c(=S)n1-c1ccc(Br)cc1	10	26	-0.4
O=Cc1cn(Cc2cccc([N+](=O)[O-])c2)c2ccccc12	8	22	0.6
N=c1sccn1Cc1ccc(Cl)cc1Cl	-12	13	-1.4
Oc1ccc2c3c1O[C@H]1[C@@H](O)CC[C@@]4(O)[C@@H](C2)N(CC2CCC2)CC[C@]314	2&-5	10&12	-0.6&-2.6
O=C(CN1CCOCC1)c1ccc(Br)cc1	-11	12	0.3
Oc1ccc(/C=N/NP(=S)(c2ccccc2)c2ccccc2)cc1O	3	6	-0.5
COc1ccccc1-n1c(-c2ccccc2Br)nc2ccccc2c1=O	-15	35	1.5
N#CCCn1cc(C(=O)Nc2ccccc2Br)c(-c2ccc([N+](=O)[O-])cc2)n1	2	17	-0.3
COc1ccc(Cl)cc1N=Cc1c(O)n(C)c(=O)n(C)c1=O	-19	-4	-0.6
C/C=C1/C[N+]2(C)CCC34C(=C(C=O)[C@H]1C[C@@H]32)Nc1ccccc14 (stereo partly drawn)	1	13	0.4
COC(=O)Nc1ccc(N=C(N)N[N+](=O)[O-])cc1	8	30	-2.4
CC(NCc1ccccc1C(F)(F)F)C(O)c1ccccc1 (stereo not drawn)	-20	23	-0.7
CCN(CC)c1ccc(/C=N/c2sc3c(c2C#N)C2CCN3CC2)c(O)c1	43	3	-0.1
Cn1cc(CCC(=O)N2CCC3(CC2)OCCO3)c2ccccc21	-7	5	-0.2
O=c1[nH]oc2c1CCNC2	-2	16	0.1
COc1ccc2[nH]c(C)c(CCNCc3cc(OC)c4c(c3)OCO4)c2c1	-2	7	1.3
CC1(C)C(C(=O)NN2C(=O)c3ccccc3C2=O)C1(C)C	-16	20	0.8
CCCN(CCC)C1CCc2cccc(O)c2C1 (stereo not drawn)	-19	8	-1.8
O=C(O)c1ccccc1NC(=O)N1C[C@H]2C[C@@H](C1)c1cccc(=O)n1C2	-15	9	-0.1
C/C(=N\NC(=O)c1ccncc1)c1c(O)n(Cc2ccccc2)c(=O)[nH]c1=O	-6	25	10
C=CCn1c(O)c(C(C)=NCCO)c(=O)[nH]c1=O	2	0	-1.2
Cc1cccc(-n2c(-c3ccco3)nc3ccccc3c2=O)c1C	-41	18	-0.1
N#Cc1ccc(NC(=O)CN2CCCCCC2)cc1Cl	-17	31	-1.2

A stretch taken from the entries so far:
SMILES	OX1R antag-1	OX1R antag-2	STK33 inh
CC(NCc1ccccc1C(F)(F)F)C(O)c1ccccc1 (stereo not drawn)	-20	23	-0.7
CCN(CC)c1ccc(/C=N/c2sc3c(c2C#N)C2CCN3CC2)c(O)c1	43	3	-0.1
Cn1cc(CCC(=O)N2CCC3(CC2)OCCO3)c2ccccc21	-7	5	-0.2
O=c1[nH]oc2c1CCNC2	-2	16	0.1
COc1ccc2[nH]c(C)c(CCNCc3cc(OC)c4c(c3)OCO4)c2c1	-2	7	1.3
CC1(C)C(C(=O)NN2C(=O)c3ccccc3C2=O)C1(C)C	-16	20	0.8

Single entries from above:
Result of Cc1cccc(-n2c(-c3ccco3)nc3ccccc3c2=O)c1C in OX1R antag-1: -41
Result of CCN(CC)c1ccc(/C=N/c2sc3c(c2C#N)C2CCN3CC2)c(O)c1 in OX1R antag-2: 3
Result of N#Cc1ccc(NC(=O)CN2CCCCCC2)cc1Cl in OX1R antag-1: -17
Result of CC1(C)C(C(=O)NN2C(=O)c3ccccc3C2=O)C1(C)C in OX1R antag-1: -16

(next part)
SMILES	OX1R antag-1	OX1R antag-2	STK33 inh
COc1ccc(CN2C(=O)NC(=O)/C(=C/c3cc(OC)c(OC)c(OC)c3)C2=O)cc1	-9	4	-0.8
CC(Cc1ccccc1Sc1ccccc1O)N(C)C (stereo not drawn)	-17	25	0.4
CC#CP(=O)(OC)C(O)(CF)c1ccccc1 (stereo not drawn)	-2	4	0.9
O=C1COc2ccc(C(=O)COC(=O)Cc3ccccc3)cc2N1	-16	20	0.0
CC(C)C1(C)N=C(c2ncccc2C(=O)O)NC1=O (stereo not drawn)	-11	20	-1.3
Cc1cc(C=C2C(=O)N(C)C(=O)N(C)C2=O)c(C)n1-c1ccccc1	-10	6	-0.5
O=C1Nc2ccccc2/C1=C/c1cnc[nH]1	-8	5	37*
CN(C)c1ccc(/C=C/[N+](=O)[O-])cc1	14	58*	-1.8
CCn1c(=N)n(Cc2ccccc2F)c2ccccc21	-15	9	-0.9
Nc1ccc(C2(c3ccc(N)cc3)CN3CCC2CC3)cc1	-39	12	1.2
CCN1CC2(COC(=O)c3ccccc3N)CCC(OC)C34C5CC6C(OC)CC(O)(C5C6OC)C(O)(C(OC)C23)C14 (stereo not drawn)	1	17	-0.4
CCN1C[C@]2(COC)CC[C@H](OC)[C@@]34C5C[C@H]6C(=O)C5[C@](O)(C[C@H]6OC)[C@@](O)(C(OC)C23)[C@@H]14 (stereo partly drawn)	-5	8	0.5
O=c1[nH]c(O)c(/C=C2/C=CC(c3cc(Cl)ccc3Cl)=N2)c(=O)[nH]1	11	7	-1.0
CC1=NN(c2ccccc2)C(=O)/C1=C/c1c(O)[nH]c(=S)[nH]c1=O	-5	15	0.4
C[N+](C)(C)Cc1ccccc1	-3	12	-2.3
COc1ccccc1N1CCN(Cc2ccc(Br)cc2)CC1	-27	7	0.7
CCCn1c(C)c(C(=O)c2cccc3ccccc23)c2ccccc21	-29	22	0.1
Oc1cc2c(cc1O)[C@H]1c3ccccc3CN[C@@H]1CC2	15	15	28*
CSc1ncc(/C=C2/C(=O)NC(=O)N(c3ccc(C(C)C)cc3)C2=O)cn1	-4	4	-0.9
COc1cc2c(cc1OC)-c1c(OC)c(OC)cc3c1[C@H](C2)[N+](C)(C)CC3	-1	17	1.0
COc1ccc(NC(=O)c2cn(CCC#N)nc2-c2ccc([N+](=O)[O-])cc2)cc1	-1	21	-0.5
Cc1cccc(NC(=O)[C@@H](NC(=O)N2C[C@H]3C[C@@H](C2)c2cccc(=O)n2C3)C(C)C)c1	-3	7	-1.0
C=CCn1c(O)c(C(CC)=Nc2ccc(C(=O)O)cc2)c(=O)[nH]c1=O	-13	24	0.9
Cc1nn(Cc2ccccc2Cl)c(Cl)c1C(=O)O	-3	19	-1.3
COc1ccccc1-n1c(/C=C/c2ccc(O)cc2)nc2ccccc2c1=O	-13	3	-1.0
CNCCc1ccc(OC)c(OC)c1	9	18	-1.2
c1ccc(C(OCCN2CCNCC2)c2ccccc2)cc1	-22	5	-1.9
COC(=NC1CCCCC1)C(O)c1c[nH]c2ccccc12 (stereo not drawn)	-20	25	-0.9
Cc1cc(C)nc(NS(=O)(=O)c2ccc(N=Cc3c(O)n(C)c(=O)n(C)c3=O)cc2)n1	-15	12	2.2
COc1ccc(NP(=O)(Nc2ccc(OC)cc2)Oc2ccccc2)cc1	-18	9	0.0
CCOC(=O)C1(c2ccccc2)CCN(Cc2cccc(C(=O)O)c2)CC1	-10	0	0.7
CN1Cc2cccnc2N(C)Cc2cc(Cl)ccc21	-20	12	-1.8
CCCCCCn1c(O)c(C(C)=NC)c(=O)[nH]c1=O	-7	11	0.6
CC1CCCCN1C(=O)Cn1cc(C=C2C(=O)N(C)C(=O)N(C)C2=O)c2ccccc21 (stereo not drawn)	7	7	-1.5
Clc1ccc(CCNCc2ccncc2)c(Cl)c1	-15	-5	-0.1
C1CCC2CCCCC2C1 (stereo not drawn)	-7	11	-2.0
Cc1ccc(/C=C2\C(=O)NC(=O)N(CC3CCCO3)C2=O)s1 (stereo not drawn)	7	13	-0.7
CC(N)Cc1c[nH]c2ccc(Cl)cc12 (stereo not drawn)	-6	16	-1.4
COC(=O)c1c(C)n(Cc2ccc3c(c2)OCO3)c2ccc(O)cc12	-4	13	-0.7
COc1ccc(C(C)=O)cc1CC(C(=O)c1ccc(F)cc1)N(C)C (stereo not drawn)	-21	45	-1.5
O=C1NC(=O)[C@]2(Cc3ccccc3N3CCN(c4ccccc4)CC32)C(=O)N1c1ccccc1 (stereo partly drawn)	-9	11	-1.1
CCOc1ccccc1N1C(=O)NC(=O)C(CCc2ccncc2)(CCc2ccncc2)C1=O	-20	14	0.4
N#CSCC(=O)N1c2ccccc2CCc2ccccc21	1	30	1.2
Nc1ccc(Cl)cc1C(=O)c1ccccc1Cl	-15	15	-2.1
COc1ccccc1CCNC1CCCC(C)C1 (stereo not drawn)	-13	7	-0.6
Cc1ccc(C2N(c3ccccn3)C(=O)C3CCCN32)o1 (stereo not drawn)	-72	15	1.0
C=CCn1c(O)c(C(C)=NC(C)c2ccccc2)c(=O)[nH]c1=O (stereo not drawn)	-21	8	-1.4
CCOC(=O)c1c(-n2c(C)cc(C=C3C(=O)NC(=O)NC3=O)c2C)sc2c1CCCC2	-16	15	-1.1

Two entries picked at random from the list so far, as already listed:
SMILES	OX1R antag-1	OX1R antag-2	STK33 inh
COc1ccc2[nH]c(C)c(CCNCc3cc(OC)c4c(c3)OCO4)c2c1	-2	7	1.3
CCn1c(=N)n(Cc2ccccc2F)c2ccccc21	-15	9	-0.9

(cont.)
SMILES	OX1R antag-1	OX1R antag-2	STK33 inh
C[C@@H]1NCCc2cc(O)c(O)cc21	-12	15	0.8
Cc1ccc(-c2nc3ccc(C)cn3c2CC(=O)N(C)C)cc1	-9	14	-2.1
C[C@]12CCC3[C@@H](CC[C@@H]4C[C@H](O)CC[C@]34C)[C@@H]1CCC2=O (stereo partly drawn)	-24	12	-3.1
CC1CCCN(C(=O)c2ccc(N3CC4CC(C3)c3cccc(=O)n3C4)c([N+](=O)[O-])c2)C1 (stereo not drawn)	-14	27	-0.8
O=C(c1ccccc1)c1cn(CC(=O)N2CCCc3ccccc32)c2ccccc12	-11	34	1.7
COC[C@]12CN(C)C3C4[C@H](OC)[C@H]1C3([C@@H](OC)C[C@H]2O)[C@@H]1C[C@@]2(O)[C@H](OC(=O)c3ccccc3)[C@@H]1[C@]4(OC(C)=O)[C@@H](O)[C@@H]2OC	-15	14	0.6
CCCN1CCC[C@@H](c2cccc(O)c2)C1	-12	8	-0.7
O=C1NC(=O)N(Cc2ccccc2Cl)C(=O)/C1=C/c1cccs1	5	15	2.4
CCC(=NCCN1CCOCC1)c1c(O)n(C2CCCCC2)c(=O)[nH]c1=O	-13	8	-1.0
NC1C2CN3CCN(C2)CC1(c1ccccc1)C3 (stereo not drawn)	-4	5	-0.4
O=C1NC(=O)N(c2ccccc2)C(=O)/C1=C\c1ccc([N+](=O)[O-])s1	-5	13	-1.7
OC(CNC1CCCCCCC1)c1ccccc1 (stereo not drawn)	-24	16	0.1
COc1cc(/C=C2/C(=O)NC(=O)N(c3ccc(C)cc3)C2=O)cc(OC)c1OC	-1	8	-1.2
COc1ccc(CCNCc2cccc(C(F)(F)F)c2)cc1OC	-27	32	0.5
COC(C)(C)CCCC(C)C/C=C/C(C)=C/C(=O)OC(C)C (stereo not drawn)	-1	4	0.1
CC1=CC(=C2C(=O)NC(=O)NC2=O)C=C(C(F)(F)F)N1Cc1ccccc1	-15	20	-1.3
Clc1ccc(N2CC2c2ccncc2)cc1 (stereo not drawn)	-4	-13	1.3
C=C1C(O)[C@@H]2O[C@]3(CC[C@H](/C=C/C(C)[C@@H]4CC(C)=CC5(O[C@H](C[C@@](C)(O)C(=O)O)CCC5O)O4)O3)CC[C@H]2O[C@@H]1C(O)CC(C)[C@H]1OC2(CCCCO2)CCC1C (stereo partly drawn)	34	50*	0.3
N#CC(c1ccccc1)N1CCOCC1 (stereo not drawn)	16	9	0.8
O=[N+]([O-])c1ccc2c(c1)C(c1ccccc1)=NCCN2	-8	9	-0.5
COc1ccc(C2SCC(=O)Nc3c2c(C)nn3-c2ccccc2)cc1 (stereo not drawn)	-24	12	0.2
O=c1c2ccccc2nc(SCC2CCCCO2)n1-c1ccccc1 (stereo not drawn)	-22	19	-0.8
COc1ccc(-n2c(/C=C/c3ccc4c(c3)OCO4)nc3ccccc3c2=O)cc1	4	9	3.1
CCN1CCN(C(=O)COc2cc(=O)n(CC)c3ccccc23)CC1	-16	8	-0.6
O=C(c1ccc(-c2ccccc2)c(F)c1)C1CCCN(CCO)C1 (stereo not drawn)	-17	6	-0.3
O=C(Cc1ccccc1)N1CCN(Cc2ccccn2)CC1	-5	10	-1.8
